Bioassay records from PubChem.
KCNQ2 inh: KCNQ2 channel blockers in CHO-K1 cells – cell-based, FluxOR thallium flux, B-score, primary screen (AID 2156); O88943; 20 min; stronger effect = lower value; B-score at 10 µM; 310,000 tested, 1.1% active;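 active = fluorescence ratio B-score at most minus 3 library SDs, with starting brightness B-score within 2 library SDs, cut at about -5.5 in these data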
Target sequence (O88943 whole entry, looked up): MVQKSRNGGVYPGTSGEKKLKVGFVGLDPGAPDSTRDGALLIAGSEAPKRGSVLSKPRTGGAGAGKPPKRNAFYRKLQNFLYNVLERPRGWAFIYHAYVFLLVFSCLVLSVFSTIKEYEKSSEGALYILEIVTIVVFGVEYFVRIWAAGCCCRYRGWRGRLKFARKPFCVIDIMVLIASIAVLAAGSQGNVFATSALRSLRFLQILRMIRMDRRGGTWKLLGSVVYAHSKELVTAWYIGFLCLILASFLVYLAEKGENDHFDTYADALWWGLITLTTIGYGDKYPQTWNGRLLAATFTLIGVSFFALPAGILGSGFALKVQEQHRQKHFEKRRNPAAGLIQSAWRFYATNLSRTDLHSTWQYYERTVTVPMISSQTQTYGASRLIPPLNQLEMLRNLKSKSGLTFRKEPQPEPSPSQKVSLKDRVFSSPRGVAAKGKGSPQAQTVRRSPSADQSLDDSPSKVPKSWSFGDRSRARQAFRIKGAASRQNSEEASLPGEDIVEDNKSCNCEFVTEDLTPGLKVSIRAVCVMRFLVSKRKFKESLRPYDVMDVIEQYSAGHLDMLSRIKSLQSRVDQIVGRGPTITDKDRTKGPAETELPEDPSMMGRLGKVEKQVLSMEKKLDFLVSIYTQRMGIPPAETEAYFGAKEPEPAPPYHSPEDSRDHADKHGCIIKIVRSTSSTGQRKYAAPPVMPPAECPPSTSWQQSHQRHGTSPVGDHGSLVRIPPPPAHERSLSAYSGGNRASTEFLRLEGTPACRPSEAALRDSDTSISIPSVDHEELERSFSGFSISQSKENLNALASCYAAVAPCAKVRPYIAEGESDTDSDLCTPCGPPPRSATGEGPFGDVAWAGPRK
CHT block: inhibits the human high affinity choline transporter; Q9GZV3; CHT-expressing cells, membrane potential dye, choline response; stronger effect = lower value; B-score at 10 µM; 310,000 tested, 0.86% active; AID 488975;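 active = B-score over 3 SD under the library average, and starting fluorescence ratio not unusually high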;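 also: choline stimulus applied at its EC90 after an EC20 pre-addition; B-score computed on integrated fluorescence ratio after choline addition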
* = called active by the depositor; i = inactive; · = not tested or not shown.

SMILES | KCNQ2 inh | CHT block
COC(C[C@@H](O)CC(=O)COCc1ccccc1)OC | i | ·
Cc1cccc(OC(=O)c2ccc3nccnc3c2)c1 | i | i
CCCN1C(=O)c2cc(C(=O)Nc3ccccc3C)ccc2C1Nc1ccccc1C (stereo not given) | i | i
CCOC(=O)C1=C(C)Nc2nc(SC)nn2C1c1ccc(C(=O)OC)cc1 (stereo not given) | i | i
Nc1ncncc1-c1ccc2ccccc2c1 | i | i
CCOC(=O)N1C(=O)C2(CCCCC2)N(c2ccccc2Cl)C1=S | i | i
Cc1ccccc1-n1ncc2c1CC(C)(C)CC2NC(=O)C1CCC1 (stereo not given) | i | i
O=C(CCC1CCCCC1=O)c1ccccc1 (stereo not given) | i | i
COc1ccc(CCNC(=O)CSc2nc(=O)n3cccc(C)c3n2)cc1OC | i | i
CCOc1ccc2cc(C3CC(c4ccco4)=NN3S(C)(=O)=O)c(Cl)nc2c1 (stereo not given) | i | i
Cc1ccc(S(=O)(=O)N2CCCCC2CCNC(=O)C(=O)NCc2cccnc2)cc1 (stereo not given) | i | i
Cc1c(Cc2ccccc2)c(=O)oc2c(C)c(OCc3nn[nH]n3)ccc12 | · | i
Cc1ccc(NC(=S)N(C)C)cc1C | i | i
COc1ccc2c(c1)nc(SCC(=O)c1cccs1)n2C | i | i
COc1cc2c(cc1OC)CN(C(=O)CSc1nc3[nH]ncc3c(=O)n1-c1ccccc1)CC2 | i | i
NC(=O)NCCCC(=O)O | · | i
COC(=O)c1nn2c(C(F)(F)F)cc(-c3ccc(Br)o3)nc2c1Br | i | i
Cc1cccc(NC(=S)NCc2ccc3[nH]c4c(c3c2)CCCC4)c1 | i | i
Cn1cccc1-c1cc(C(=O)N/N=C/c2ccccc2Cl)[nH]n1 | i | i
COc1cccc(CCC(=O)N(C)C2CCCN(Cc3ccccc3F)C2)c1 (stereo not given) | i | i
CC(C)(C)C(=O)Cn1c[n+](N)cn1 | i | i
Cc1cc(C)nc(NS(=O)(=O)c2ccc(NC(=O)C(C)Oc3ccccc3F)cc2)n1 (stereo not given) | i | i
C1CCc2nc3c(nc2C1)CCCC3 | i | i
CC(C)Cc1nnc(NC(=O)CC(C)c2ccccc2)s1 (stereo not given) | i | i
COc1ccc(NS(=O)(=O)c2ccc(N3CCCC3)c(NC(=S)Nc3cccc(C)c3C)c2)cc1 | i | i
SMILES | KCNQ2 inh | CHT block
Fc1ccccc1CCNc1nnnn1-c1ccccc1 | i | i
COc1ccc(-c2coc3cc4oc(=O)c5ccccc5c4cc23)cc1F | i | i
CCOc1ccc(/C=N/NC(=O)NC23CC4CC(CC(C4)C2)C3)cc1O | i | i
COc1ccc(/C=C2\CCC(C3CCCC3)C2=O)cc1OC (stereo not given) | i | i
O=C(CCc1ccccc1)NCc1ccncc1 | i | i
CCCCNC(=O)CC1N=C2c3ccccc3N=C(SCC(=O)Nc3ccc(OC)cc3)N2C1=O (stereo not given) | i | i
Cc1nn(S(=O)(=O)c2cccs2)c(C)c1Sc1ccc([N+](=O)[O-])cc1 | i | i
O=C1CN(C(=O)c2ccc(Br)o2)C(c2ccccc2)c2cc(Br)ccc2N1 (stereo not given) | i | i
O=C(Oc1cc(-c2ccccc2)no1)c1cccc(C(F)(F)F)c1 | i | i
CCOC(=O)COc1cccc2c(=O)n(CC(=O)NCc3ccccc3)ccc12 | i | i
O=C(CCl)Nc1ccccc1C(=O)c1ccccc1 | i | i
CSc1nsc(SCC(=O)Nc2nc3ccc(C)cc3s2)n1 | i | i
Cc1cccc(OCC(=O)NCC(=O)N/N=C/c2cc(Br)cc(Br)c2O)c1 | i | i
Clc1ccc2[nH]c3c(N4CCC5(CC4)OCCO5)ncnc3c2c1 | i | i
Cn1nnnc1SCC(=O)NCc1cc([N+](=O)[O-])ccc1O | i | i
O=C(C1CCN(C2CC(=O)N(c3ccc(Cl)cc3)C2=O)CC1)N1CCOCC1 (stereo not given) | i | i
CCN(CC)S(=O)(=O)c1ccc(NC(=O)c2ccc(NS(C)(=O)=O)cc2)cc1 | i | i
Cc1ccc(N2CC(C(=O)Nc3cc(C(F)(F)F)ccc3N3CCCC3)CC2=O)cc1 (stereo not given) | i | i
COCCN1Cc2cccc(C(=O)N3CCN(c4cc(C)ccc4C)CC3)c2C1=O | i | i
COC(=O)C1=C(C)N(CC2CC2)C(=NCc2cc(OC)c(OC)c(OC)c2)N[C@H]1c1ccccc1 | i | i
COC(=O)CNC(=O)CN1C(=O)N(c2ccc(Cl)cc2)C(N(O)C(=O)Nc2ccc(Cl)cc2)C1(C)C (stereo not given) | i | i
COc1ccc(N2CCN(S(=O)(=O)c3ccc(Cl)s3)CC2)cc1 | i | i
C=CCNc1nc(Cl)ncc1F | i | i
O=S1OC(c2ccccc2)c2cc(Cl)ccc21 (stereo not given) | i | i
CSc1cccc(NC(=S)N(CCCN2CCCC(C)C2)Cc2cccs2)c1 (stereo not given) | i | i

Fetched by compound from the entries so far:
SMILES | KCNQ2 inh | CHT block
CCOC(=O)COc1cccc2c(=O)n(CC(=O)NCc3ccccc3)ccc12 | i | i
COC(=O)CNC(=O)CN1C(=O)N(c2ccc(Cl)cc2)C(N(O)C(=O)Nc2ccc(Cl)cc2)C1(C)C (stereo not given) | i | i
CSc1cccc(NC(=S)N(CCCN2CCCC(C)C2)Cc2cccs2)c1 (stereo not given) | i | i
Clc1ccc2[nH]c3c(N4CCC5(CC4)OCCO5)ncnc3c2c1 | i | i
COCCN1Cc2cccc(C(=O)N3CCN(c4cc(C)ccc4C)CC3)c2C1=O | i | i

Entries from the list above that have a nitro group on carbon, in the order listed:
SMILES | KCNQ2 inh | CHT block
Cc1nn(S(=O)(=O)c2cccs2)c(C)c1Sc1ccc([N+](=O)[O-])cc1 | i | i
Cn1nnnc1SCC(=O)NCc1cc([N+](=O)[O-])ccc1O | i | i

Further structures
SMILES | KCNQ2 inh | CHT block
O=C(Nc1ccccn1)Nc1cccs1 | i | i
COc1ccc(C(=O)O)cc1S(=O)(=O)Nc1cccc(C(F)(F)F)c1 | i | i
N#CCSc1nnc(COc2cccc3ccccc23)n1-c1ccccc1 | i | i
Cc1ccc(-n2nc(C)c3c(C)c(CCC(=O)NC(C)c4ccccc4)c(C)nc32)cc1 (stereo not given) | i | i
CCCNC(=O)c1ccc(COc2cccc3ccccc23)o1 | i | i
Cc1ccc(-c2nn3c(C)nnc3c3ccccc23)cc1S(=O)(=O)NCCO | i | i
CN1CCN(c2ncc3c(n2)CC(c2ccccc2F)CC3=O)CC1 (stereo not given) | i | i
CCCN(CCC)S(=O)(=O)c1ccc(C(=O)Nc2nnc(COC)o2)cc1 | i | i
NC(=O)CCCn1c(C(=O)c2ccc(Cl)cc2)c2ccc([N+](=O)[O-])cc2[n+]1[O-] | i | i
COc1ccc(C#Cc2c(-c3ccc(OC)cc3)oc3ccc(-c4ccc(OC)cc4)cc23)cc1 | i | i
Oc1ccc(-c2csc(Nc3cccnc3)n2)cc1 | i | i
Cc1cccc([C@@H]2[C@@H]3C(=O)N(Cc4ccccc4)C(=O)[C@@H]3[C@]3(Cc4ccccc4)C(=O)N(c4ccccc4)C(=O)N23)c1 | i | i
COc1cc(-c2nnc(SCC(=O)c3cc(C)n(CC4CCCO4)c3C)o2)cc(OC)c1OC (stereo not given) | i | i
COc1ccc2cc(CCNC(=O)c3cccs3)c(=O)[nH]c2c1 | i | i
COc1ccc(-c2[nH]c(-c3ccc(F)cc3)nc2SCC(=O)NC2CCCC2)cc1 | i | i
CC1(c2cc([N+](=O)[O-])cc([N+](=O)[O-])c2)CC(C)(C)N(C(=O)c2ccccc2)c2ccccc21 (stereo not given) | i | i
O=C(CSc1nnc(Cn2nnc3ccccc32)o1)Nc1cccc(Cl)c1 | i | i
CC(=O)Nc1ccc(NC(=O)C(C)OC(=O)/C=C/c2cn(-c3ccccc3)nc2-c2cccnc2)cc1 (stereo not given) | i | i
O=C(NC(Cc1c[nH]c2ccccc12)C(=O)O)/C(=C/c1ccc2c(c1)OCO2)NC(=O)c1ccccc1 (stereo not given) | i | ·
CCCn1c(CN2CCN(C(C)=O)CC2)nc2cc(S(=O)(=O)N(C)C)ccc21 | i | i
CCc1noc(C)c1C(=O)Nc1nc(-c2ccc(F)cc2)c(C)s1 | i | i
CC(=O)Nc1ccc(NC(=O)C(C)OC(=O)c2oc3ccccc3c2C)cc1 (stereo not given) | i | i
COc1ccc(CNC(=O)CCc2nc(-c3ccccc3F)no2)c(OC)c1 | i | i
O=C(C1CCC(=O)N(C2CC2)C1)N1CCC(Oc2ccccc2F)CC1 (stereo not given) | i | i
CC(=O)n1nc2nc(C)cc(C)c2c1N | i | i
SMILES | KCNQ2 inh | CHT block
COCCn1c(SCC(=O)Nc2nnc(C)s2)nnc1-c1c[nH]c2ccccc12 | i | i
Brc1ccc(C2NCCS2)cc1 (stereo not given) | i | i
O=C1c2cccnc2C(=O)N1Cc1ccccc1 | i | i
COc1ccc(CC(=O)Nc2nc(C)cs2)cc1OC | · | i
COC(=O)c1sccc1NC(=O)c1cccc(F)c1 | i | i
O=c1[nH]c(C2CCN(S(=O)(=O)c3ccccc3)CC2)nc2c1nnn2Cc1cccc(Cl)c1 | i | i
C[n+]1ccccc1/C=C/c1cc(Br)ccc1O | i | i
COCCNC(=O)c1cn(C(C)c2ccccc2F)nn1 (stereo not given) | i | i
COC(=O)c1cccc(N(CC(=O)NC2CCCC2)C(=O)CNC(=O)c2cccs2)c1 | i | i
COc1ccccc1/C=C/c1ccc2cccc(O)c2n1 | i | i
COc1cc(NC(=O)COC(=O)c2cnccn2)c(C)cc1[N+](=O)[O-] | i | i
COC(=O)c1cnc(SCc2ccc(C)cc2)n1C | i | i
O=C(N/N=C/c1ccc(Sc2nc3ccccc3[nH]2)o1)c1ccncc1 | i | i
COc1ccc(N(CC(=O)NC2CC3CCC2C3)S(=O)(=O)c2ccccc2)cc1OC (stereo not given) | i | i
Cc1cccc(N=C2NC(=O)/C(=C/c3cccs3)S2)c1 | i | i
COc1ccc2cc3cc(C(=O)N4CCCCC4C)oc3nc2c1 (stereo not given) | i | i
C=CCc1c(C)[nH]c(=S)c(C#N)c1C | i | i
CCN(CC)c1ccc(NC(=S)NC(=O)c2cccs2)cc1 | i | i
CC(C)(C)c1cc(C(=O)NCC(=O)OCC(=O)c2cccc([N+](=O)[O-])c2)cc(C(C)(C)C)c1 | i | i
CC1(C)CC(=O)C2=C(C1)NCN(Cc1ccccc1)C2 | i | i
Cc1nc2ccccc2nc(=O)c1NNc1ccccc1 | i | ·
COc1ccc(C(=O)N2CCc3cc(OC)c(OC)cc3C2c2cccc([N+](=O)[O-])c2)cc1OC (stereo not given) | i | i
COc1ccc(-c2csc(NC(=S)NC(=O)/C=C/c3ccco3)n2)cc1OC | i | i
Cc1[nH]c2ccccc2c1/C=C(\C#N)C(=O)NCC1CCCO1 (stereo not given) | i | i
OCCCNC(=S)Nc1ccc(Oc2ccccc2)cc1 | i | i
SMILES | KCNQ2 inh | CHT block
Cc1ccccc1S(=O)(=O)Cc1ccc(C(=O)NCCN(CC(C)C)CC(C)C)o1 | i | i
CCOc1ccc(C(=O)O/N=C(\N)c2ccccn2)cc1OCC | i | i
Cc1ccc(S(=O)(=O)N(CC(=O)c2ccccc2)C(=O)N2CCN(C)CC2)cc1 | i | ·
CCn1cc(C(=O)NCCCN2CCCC(C)C2)c(=O)c2cc(S(=O)(=O)N(C)C3CCCCC3)ccc21 (stereo not given) | i | -7.52*
CCOc1ccc(-n2c(C)c(C(C)=O)c3cc(OC(C)=O)ccc32)cc1 | i | i
CCCCOc1ccc(C(=O)N2CCCCCC2)cc1 | i | i
Cc1ccc(-c2csc3nc[nH]c(=O)c23)cc1 | i | i
COC(=O)C(NS(=O)(=O)c1ccc(C)cc1)c1ccccc1 (stereo not given) | i | i
COc1ccc2[nH]cc(CC(=O)O)c2c1 | · | i
CCCCOc1ccc(C(=O)NCC(=O)NCC(c2ccc(F)cc2)N2CCOCC2)cc1 (stereo not given) | i | i
CCN(CC)C(=O)COc1coc(CN2CCN(c3ccc(F)cc3)CC2)cc1=O | i | i
CCc1ccc(CN2CCN(C(=O)c3cccc(OC)c3OC)CC2)cc1 | i | i
COc1ccc(CCNC(=O)C2CCN(S(=O)(=O)N3CC(C)CC(C)C3)CC2)cc1OC (stereo not given) | i | i
Cc1ccc(S(=O)(=O)N(C)CC(=O)N2CCN(C(=O)c3ccco3)CC2)cc1 | i | i
COC(=O)c1sccc1NC(=O)Nc1ccc(C)c(C)c1 | i | i
CC(C)Cc1nc2oc3c(N4CCN(C)CC4)ncnc3c2c2c1CCCC2 | i | ·
Cc1cc(C)cc(Nc2ncc3c(n2)CCCC3=O)c1 | i | i
CC(=O)N1CCC2(CC1)C(C#N)=C(N)OC1=C2C(=O)CC(C)(C)C1 | i | i
O=C(CCC(=O)N1CCN(S(=O)(=O)c2ccccc2)CC1)c1cccs1 | i | i
Cn1ncc([N+](=O)[O-])c1C(=O)Nc1ccc(-c2nc3ccccc3[nH]2)cc1 | i | i
CC1CN(Cc2nc3c(c(=O)n(C)c(=O)n3C)n2CCc2ccccc2)CC(C)O1 (stereo not given) | i | i
CSc1nc(N(C)NC(=O)c2ccc(F)cc2)c2ccccc2n1 | i | i

In the list so far, these contain bromine.
SMILES | KCNQ2 inh | CHT block
COC(=O)c1nn2c(C(F)(F)F)cc(-c3ccc(Br)o3)nc2c1Br | i | i
O=C1CN(C(=O)c2ccc(Br)o2)C(c2ccccc2)c2cc(Br)ccc2N1 (stereo not given) | i | i
Cc1cccc(OCC(=O)NCC(=O)N/N=C/c2cc(Br)cc(Br)c2O)c1 | i | i
Brc1ccc(C2NCCS2)cc1 (stereo not given) | i | i
C[n+]1ccccc1/C=C/c1cc(Br)ccc1O | i | i

Whole records, quoted from the list. Order of screens: KCNQ2 inh | CHT block
CCOc1ccc(C(=O)O/N=C(\N)c2ccccn2)cc1OCC is listed as i | i
CCN(CC)C(=O)COc1coc(CN2CCN(c3ccc(F)cc3)CC2)cc1=O is listed as i | i
COC(=O)c1sccc1NC(=O)Nc1ccc(C)c(C)c1 is listed as i | i
Cc1ccc(-c2csc3nc[nH]c(=O)c23)cc1 is listed as i | i
